# Bioassay records as filed in PubChem BioAssay.
# GALK inh – galactokinase (human) inhibition. Purified GALK, Kinase-Glo residual ATP luminescence. Potency, µM (titrated, usually from 57.5 µM), for the others: top-dose activity change, negative = inhibition, most hits filed as inhibitors. hit rate 0.007% among 270,000. AID 1868; also: potency is read from the fitted curve at half-maximal effect; % is scaled to controls: 0 for no effect and ±100 for the full control effect
#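 Quantitative HTS: GALK 5 nM, ATP 35 uM, galactose 100 uM, 1 h room temperature, then luciferase-based ATP detection.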
# TSHR antag – blocks TSH signaling through the human TSH receptor | P16473 | TSHR-expressing cells, TSH-stimulated cAMP HTRF, 2 h; hits give low values | activity change, negative = inhibition, % at 11.5 µM | hit rate 0.2% among 330,000;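 active = activity change below a set negative limit, meaning inhibition stronger than a set level, cut at about -70% in these data; inconclusive = activity change between two set negative limits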; also: % is scaled to controls: 0 for no effect and ±100 for the full control effect
#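 Cell-based HTRF cAMP assay; TSHR cells + compound, TSH EC80 (4nM final), 2 h, 37 deg C. Lysis with anti-cAMP cryptate and cAMP-d2, 30 min RT, read 665/620 nm.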
# Menin-MLL TR inh – inhibitors of human menin-MLL interaction, mutant MLL peptide. O00255. Menin + Texas Red MLL mutant peptide, fluorescence polarization. Potency, µM (series often up to 61.6 µM), without a hit: at the highest dose FP activity change, negative = inhibition, actives largely listed as inhibitors. hit rate 0.23% among 270,000. AID 1768; active = well fitted inhibition curve with a large enough effect in the polarisation, with a control signal flat, not every such curve was filed as active; inconclusive = small, poorly fitted or top-dose-only effect, or effect the other way, or a change in a side signal; inactive = no such curve, though single readings can be large or run the other way; the % refers to the polarisation; also: potency is read from the fitted curve at half-maximal effect; % of control where 0% means no effect; many of its hits are not listed in these tables
# Mito fusion act – mitochondrial division inhibition or fusion activation. Potency, µM (series often up to 46.1 µM), for the others: top-dose growth rescue (activation), hits mostly activators. hit rate 0.23% among 320,000. AID 485298. S. cerevisiae fusion-defective mutant growth rescue, CellTiterGlo 48 h;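 also: potency is read from the fitted curve at half-maximal effect; % of control where 0% means no effect; nearly all actives have a fitted effect of over 45% in size; temperature-sensitive fusion mutants such as fzo1-1 at 37 °C on non-fermentable ethanol glycerol medium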
#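 S. cerevisiae fusion-defective temperature-sensitive mutants (e.g. fzo1-1, mgm1-5) grown 48 h at 37C in YPEG (ethanol/glycerol non-fermentable) medium with 23 nl compound per well; growth rescue read as CellTiterGlo luminescence.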
# MBNL1-CUG inh – inhibitors of human MBNL1 binding to CUG repeat RNA; Q9NR56; TR-FRET MBNL1-His/biotin-(CUG)12 binding, 665/545 ratio; Potency, µM (top dose mostly 57.5 µM), for inactives: at the top dose activity change, negative = inhibition, usual class: inhibitors; hit rate 0.036% among 280,000; AID 2675; active = well fitted inhibition curve with a large enough effect in the signal ratio, with a control signal flat, not every such curve was filed as active; inconclusive = small, poorly fitted or top-dose-only effect, or effect the other way, or a change in a side signal; inactive = no such curve, though single readings can be large or run the other way; the % refers to the signal ratio; also: potency is read from the fitted curve at half-maximal effect; % is scaled to controls: 0 for no effect and ±100 for the full control effect
# Target sequence (Q9NR56 whole entry, looked up): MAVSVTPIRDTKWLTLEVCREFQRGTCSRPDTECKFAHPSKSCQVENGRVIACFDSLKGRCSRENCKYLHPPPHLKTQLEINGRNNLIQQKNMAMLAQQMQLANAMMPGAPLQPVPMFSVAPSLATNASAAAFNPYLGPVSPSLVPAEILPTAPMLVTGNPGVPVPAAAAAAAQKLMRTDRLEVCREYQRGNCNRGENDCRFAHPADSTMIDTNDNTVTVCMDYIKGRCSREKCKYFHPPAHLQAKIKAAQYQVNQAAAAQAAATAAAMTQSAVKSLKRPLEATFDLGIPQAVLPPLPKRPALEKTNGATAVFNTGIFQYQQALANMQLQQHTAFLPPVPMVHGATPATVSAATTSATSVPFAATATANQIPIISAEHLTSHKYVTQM
#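 Compound titration spanned 92 nM–58 uM against the MBNL1-His/biotin-(CUG)12 complex. After 60 min at room temperature with 5 nM streptavidin-XL665 and 0.055 ng/ul terbium anti-His, ratiometric 665/545 nm emission (Ex 340 nm) normalized to controls.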
# PKM2 act – increases activity of human pyruvate kinase M2; purified PKM2, Kinase-Glo ATP luminescence, activation; response scale: 0% is enzyme alone, no compound; Potency, µM (doses to about 57.5 µM), inactives show at the highest dose activation, actives largely listed as activators; P14618; hit rate 0.34% among 260,000; AID 1631; also: potency is read from the fitted curve at half-maximal effect; % is scaled to controls: 0 for no effect and ±100 for the full control effect; nearly all actives have a fitted effect of over 55% in size
#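 Kinase-Glo luminescence reports ATP generated from ADP (0.1 mM) and PEP (0.5 mM) by purified hPK-M2 after 1 h at room temperature, pH 7.2 imidazole buffer; intermediate enzyme activity allows detecting inhibitors and activators.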
# Eya2 phos inh – Eya2 (human) phosphatase inhibition | hit rate 0.006% among 330,000 | AID 488837 | Potency, µM (doses to about 76.9 µM), for inactives: top-dose activity, negative = inhibition, most hits filed as inhibitors | O00167 | recombinant Eya2, OMFP fluorescence dephosphorylation (OMFP is methylfluorescein phosphate); also: potency is read from the fitted curve at half-maximal effect; % is scaled to controls: 0 for no effect and ±100 for the full control effect
#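 Eya2 (0.2 uM) preincubated 10 min at ambient with compound, then OMFP substrate added at 50 uM; 10 min reaction in 50 mM HEPES pH 7.5, 50 mM NaCl, 5 uM MgCl2, 0.05% BSA, 1 mM DTT. Fluorescence read at Ex 485/Em 525 nm.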
# BCR signal inh – chronic active BCR signaling inhibition | ABC-DLBCL IkBa-CBG/CBR reporter, luminescence ratio, 4 h | Potency, µM (doses to about 46.1 µM), for inactives: top-dose ratio change, negative = lower green/red ratio, hits mostly inhibitors | hit rate 0.05% among 340,000 | AID 493014; active = well fitted inhibition curve with a large enough effect in the signal ratio, with a control signal flat, not every such curve was filed as active; inconclusive = small, poorly fitted or top-dose-only effect, or effect the other way, or a change in a side signal; the % refers to the signal ratio;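 also: potency is read from the fitted curve at half-maximal effect; plate controls were basal doxycycline-induced cells for no effect and cells given 10 µM MG132 for full effect; MG132 reads +100%, hits lower the ratio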
#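 Doxycycline induced both beetle luciferases in TMD8 lymphoma cells; IKK-driven degradation limits the IkappaBalpha-fused green signal, while red luminescence normalises for cell number and nonspecific effects. Compounds tested up to 46 uM, 4 hrs.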
# S-ASM inh – human S-ASM enzyme inhibition; hit rate 0.006% among 340,000; P17405; Potency, µM (titrated, usually from 57.5 µM), inactives show at the highest dose activity change, negative = inhibition, usual class: inhibitors; placental ASM, HMU-PC fluorogenic substrate, 60 min; also: potency is read from the fitted curve at half-maximal effect
#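 Fluorogenic HMU-PC substrate (9 uM final) is turned over by placental ASM in 60 min at 37 C after a 10 min compound preincubation. Reaction ended by alkaline stop (pH 10), with fluorescence read at 386/447 nm.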
# hERG WT inh – KCNH2 (human, wildtype) channel inhibition; hit rate 0.37% among 340,000; U2OS, BacMam KCNH2, thallium flux FluxOr; hits give low values; activity change, % at 1.84 µM; Q12809;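 active = maximum activity change below -70%; inconclusive = maximum activity change between -70% and -50%; inactive = maximum activity change above -50%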; also: % is scaled to controls: 0 for no effect and ±100 for the full control effect
#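 U2OS cells transduced with wild-type KCNH2 virus are loaded with FluxOr dye for 45 min, and thallium flux is measured in kinetic reads before and after stimulation buffer. Rate constants are normalized to DMSO controls.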
# USP2a inh – blocks human ubiquitin-specific protease USP2a | AID 463254 | hit rate 0.01% among 330,000 | USP2 core, Ub-CHOP2 coupled fluorogenic reporter, 485/531 | Potency, µM (titrated, usually from 38.3 µM), for inactives: at the highest dose activity change, negative = inhibition, actives largely listed as inhibitors;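 also: potency is read from the fitted curve at half-maximal effect; plate controls were DMSO wells for no effect and full inhibition by NEM control for full effect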
# Target sequence (O75604 whole entry, looked up): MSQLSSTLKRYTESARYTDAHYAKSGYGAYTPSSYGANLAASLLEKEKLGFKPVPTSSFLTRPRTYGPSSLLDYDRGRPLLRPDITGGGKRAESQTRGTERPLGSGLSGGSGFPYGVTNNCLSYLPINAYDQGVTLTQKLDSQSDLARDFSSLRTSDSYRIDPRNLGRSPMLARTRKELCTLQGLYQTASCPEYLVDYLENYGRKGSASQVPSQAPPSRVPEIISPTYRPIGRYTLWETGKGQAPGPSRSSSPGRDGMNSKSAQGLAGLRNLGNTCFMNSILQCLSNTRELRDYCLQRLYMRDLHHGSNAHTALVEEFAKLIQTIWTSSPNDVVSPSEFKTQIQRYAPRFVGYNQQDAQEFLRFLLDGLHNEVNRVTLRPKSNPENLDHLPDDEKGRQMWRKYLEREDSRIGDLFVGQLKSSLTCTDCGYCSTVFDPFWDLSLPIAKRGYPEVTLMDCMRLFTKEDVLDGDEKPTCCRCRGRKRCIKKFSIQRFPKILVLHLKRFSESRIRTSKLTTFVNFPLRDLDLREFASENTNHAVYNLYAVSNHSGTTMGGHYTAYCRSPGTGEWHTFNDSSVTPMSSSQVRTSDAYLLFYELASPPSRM
#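 Cell-free coupled assay: 10nM USP2 core preincubated 30min RT with compound in Tris-HCl pH 8.0/CaCl2/CHAPS buffer, then 25nM Ub-CHOP2 and 25nM reporter substrate; fluorescence (Ex 485/Em 531) read after 60min RT, normalized to NEM inhibition, concentration-response curves fitted.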
# The depositor's hits bear a star; ? = inconclusive; · = not tested or not shown; [ ] = another dose, or the depositor's remark. Unless noted, calls follow the shape of the dose curve; as a rule, active = well fitted curve in the direction sought with a large enough effect; inconclusive = small, poorly fitted or top-dose-only effect, or another doubt; inactive = no such curve, though single readings can be large; an effect the other way counts as inactive or inconclusive. Not all compounds are listed (hit frequency here may not be typical).
SMILES,GALK inh,TSHR antag,Menin-MLL TR inh,Mito fusion act,MBNL1-CUG inh,PKM2 act,Eya2 phos inh,BCR signal inh,S-ASM inh,hERG WT inh,USP2a inh
O=C(N/N=C/c1ccccc1OC(F)F)c1cc(-c2ccncc2)nc2ccccc12,11%,5,-1%,-3%,5%,6%,-6%,?,-9%,-2,1%
O=C(NCc1ccccc1)C(C(=O)c1ccc(F)cc1)n1ccccc1=O (configuration not stated),1%,1,-1%,2%,-9%,-2%,12%,-3%,3%,5,-3%
COc1ccc(C(=O)Cc2cc(OC)c(OC)cc2[N+](=O)[O-])cc1,-2%,-1,7%,-2%,3%,0%,-6%,?,4%,-3,-1%
Cc1ccc(NC(=S)NCc2ccc(S(N)(=O)=O)cc2)cc1Cl,0%,8,1%,11%,-6%,11%,-7%,-10%,-5%,-2,-2%
O=Cc1cn(CCC(=O)O)nc1-c1cc2ccccc2o1,1%,16,?,7%,·,-17%,0%,-2%,4%,-4,0%
CC1=C(C)CC(C(=O)NC(C)CCc2ccccc2)C(C(=O)O)C1 (configuration not stated),-2%,9,-2%,2%,-1%,-8%,18%,3%,-1%,-5,10%
Cc1cc(C(=O)COC(=O)C2CCN(C(=O)c3ccc(Cl)cc3)CC2)c(C)n1CC1CCCO1 (configuration not stated),-3%,-16,?,-1%,7%,11%,-5%,3%,-2%,-2,-2%
Cc1ccc(C(=O)CCC(=O)NCc2ccc(Cl)cc2)cc1,·,-1,·,0%,·,·,-5%,0%,0%,-21,-2%
CCOC(=O)C1(CCOc2ccccc2)CCN(Cc2ccc(F)c(OC)c2)CC1,-5%,18,-15%,-9%,-1%,2%,-8%,-1%,2%,26,1%
O=C(/C=C/c1ccc2c(c1)OCO2)NCCCN1CCOCC1,·,6,-5%,-5%,18%,0%,3%,3%,6%,3,1%
COc1ccc(OC)c(Cc2nnc(CCC(=O)NCc3ccc(C)s3)o2)c1,10%,-2,10%,7%,11%,-11%,-1%,2%,1%,4,2%
CC(C)CCN1CCN(Cc2ccc(Oc3ncccn3)cc2)CC1CCO (configuration not stated),-2%,-12,-7%,-10%,-3%,4%,2%,-15%,2%,-8,2%
O=C(O)/C(=C\c1ccccc1OC(F)F)c1ccc(-c2ccccc2)cc1,-3%,-10,·,?,8%,·,3%,0%,5%,-13,0%
OCC1(CCOc2ccccc2)CCN(Cc2cn[nH]c2-c2ccccc2)CC1,0%,-12,-10%,-6%,-12%,2%,-5%,-13%,1%,-45,-1%
O=C(c1ccc(COCC(F)(F)F)cc1)N1CCN(c2ccccn2)CC1,-2%,-18,0%,-11%,9%,8%,-2%,?,3%,-34,1%
COc1ccc(C(=O)NCc2ccc(C)cc2)cc1S(=O)(=O)N1CCCc2ccccc21,-2%,-6,4%,-2%,1%,-1%,12%,0%,-3%,-27,3%
CCOc1ccccc1CNc1nc2nc3c(c(=O)n2[nH]1)CCC3,1%,-7,20%,1%,-1%,0%,7%,0%,-2%,-2,3%
CC(Oc1ccccc1)C(=O)Nc1nnc(S(=O)(=O)N2CCCCCC2)s1 (configuration not stated),·,-12,36%[activator],2%,-2%,-1%,-3%,10%,-6%,0,-5%
O=C(c1ccc(C(=O)N2CCOCC2)s1)N1CCOCC1,-1%,-5,-1%,-1%,1%,3%,-10%,5%,-1%,7,3%
NC(=O)c1ccsc1NC(=O)COC(=O)c1ccc(Cl)nc1,·,·,·,14%,·,·,23%,0%,-6%,1,2%
O=C(NCc1ccc(F)cc1)c1ccc2c(=O)n3c(nc2c1)CCCCC3,·,2,-6%,2%,0%,-3%,-10%,17%,-3%,2,0%
O=C1CSC(=S)N1c1ccc(Cl)c(Cl)c1,3%,6,39%[activator],17%,-6%,·,-1%,0%,-1%,-4,0%
CC12CCC(C(=O)NC(c3ccccc3)c3ccccc3)(OC1=O)C2(C)C (configuration not stated),2%,11,0%,0%,1%,6%,-4%,7%,-2%,-9,-1%
CN(C1CCCCC1)S(=O)(=O)c1cn(C)c(=O)n(C)c1=O,·,-17,·,-2%,·,·,9%,1%,3%,12,-1%
Cc1ccc(S(=O)(=O)N(C)Cc2ccc(-c3nnc4n3CCC4)cc2)cc1,6%,6,-6%,-7%,4%,-3%,6%,2%,-1%,13,5%
COc1ccc(OC)c2[nH]c(C(=O)N3CCC(C(=O)O)CC3)cc12,·,-1,6%,2%,-4%,·,-9%,1%,23%,-1,-1%
COC(=O)c1[nH]c2ccccc2c1NC(=O)CN1CCN(Cc2ccc3c(c2)OCO3)CC1,1%,19,1%,6%,1%,-1%,-4%,-25%,2%,-18,1%
Cc1cc(C(=O)OC(C)C(=O)Nc2cccc(Cl)c2)on1 (configuration not stated),·,-10,·,5%,·,·,4%,0%,6%,-3,1%
Cc1ccsc1C=C1C(=O)c2ccccc2C1=O,2%,-3,?,-2%,?,-25%,11%,0%,-7%,0,1%
Cc1ccc(Oc2nnc(-c3ccc(C)cc3)c3ccccc23)cc1,-2%,4,-22%,-3%,-7%,4%,-1%,2%,0%,6,3%
Cc1ccc(C(c2nnnn2C2CCCCC2)N2CCN3CCCC3C2)cc1 (configuration not stated),1%,-13,?,-1%,1%,0%,-10%,1%,3%,22,-4%
O=[N+]([O-])c1ccc(N2CCOCC2)cc1O,·,0,·,2%,?,-40%,5%,-14%,0%,-6,6%
CCCCN(C)C(=O)Cn1nc(Cc2ccncc2)c2ccccc2c1=O,-1%,2,-16%,8%,2%,·,-1%,0%,5%,-22,-6%
Cc1ccc(C)c(C(=O)N2CCC(n3nccc3NC(=O)C3CC3)CC2)c1,-4%,-15,·,1%,2%,7%,-2%,?,·,11,-2%
NC(=O)C1CCN(CC(O)COCc2ccccc2Cl)CC1 (configuration not stated),5%,-1,36%[activator],1%,-8%,5%,-2%,?,-1%,5,3%
CCCCc1ccc(NC2=NCC(=O)N2CCc2ccccc2)cc1,-4%,-15,-20%,-6%,1%,-2%,-6%,-5%,-5%,-9,2%
CC(C)(C)NCC(O)COc1ccccc1C1CCCC1 (configuration not stated),·,1,·,?,·,·,4%,?,-5%,30,2%
CCCCn1c(N)c(N(CCOC)C(=O)c2cc(S(=O)(=O)N3CCCCC3)ccc2Cl)c(=O)[nH]c1=O,-6%,57,·,0%,1%,0%,8%,4%,19%,-10,-1%
N#Cc1cccc(Nc2c3c(nc4ccccc24)CCCC3)c1,0%,-13,1%,-1%[9.22 µM],5%,-6%,-10%,-23%,2%,?,-5%
Cc1ccccc1NC(=O)OCc1cn(-c2ccc(Cl)cc2)nn1,-2%,-6,-28%,2%,-7%,2%,-13%,10%,1%,0,1%
Cc1nc2scc(-c3ccccc3)c2c(=O)n1/N=C/c1ccco1,-1%,-1,-10%,11%,10%,0%,-8%,5%,-5%,5,-5%
COc1ccccc1CNC(=O)CSc1ccc(Br)cc1,0%,0,-6%,2%,-10%,-2%,0%,?,1%,13,-1%
CCOc1cc(CNc2ccc(S(N)(=O)=O)cc2)ccc1OCC(=O)NC(C)(C)C,0%,-11,-7%,-1%,-1%,1%,-1%,-12%,-2%,0,-1%
O=C(CN1CCc2cc3c(cc2C1)OCCCO3)Nc1cccc(Br)c1,-4%,-7,·,-4%,2%,·,-5%,?,-10%,-12,-1%
Cc1ccc(NC(=O)CSCC(=O)N(C)CC(=O)Nc2cccc(F)c2)cc1,·,18,·,-5%,·,·,-20%,1%,-1%,8,-5%
CC(CC(=O)Nc1ncc([N+](=O)[O-])s1)c1ccccc1 (configuration not stated),0%,-25,?,10%,?,0%,?,?,-1%,0,8%
